# High-throughput results as filed in PubChem.
# LYPLA1 counter: blocks human lysophospholipase 1, a PME1 counter-screen | O75608 | recombinant LYPLA1, FP-Rh probe fluorescence polarization | inhibition, % at 5.9 µM | 320,000 tested, 0.16% active | AID 2174;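 active means inhibition above the mean of all tested compounds plus 3 SD, set per campaign, cut at about 14% in these data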;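 further: inhibitors block serine hydrolase probe labeling of LYPLA1 so polarization falls; 0% = enzyme with DMSO and 100% = wells lacking LYPLA1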
# Target sequence (O75608 whole entry, looked up): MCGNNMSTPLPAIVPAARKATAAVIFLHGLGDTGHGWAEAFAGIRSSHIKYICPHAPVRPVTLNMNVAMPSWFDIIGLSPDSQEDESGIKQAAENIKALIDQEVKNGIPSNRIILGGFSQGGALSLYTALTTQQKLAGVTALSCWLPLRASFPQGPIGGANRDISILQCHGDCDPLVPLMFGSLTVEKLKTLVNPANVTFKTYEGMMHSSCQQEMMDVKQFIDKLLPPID
# PAFAH1B3 FP inh: inhibitors of human PAFAH1B3 | recombinant PAFAH1B3, FP-rhodamine probe, fluorescence polarization | 340,000 tested, 0.28% active | inhibition, % at 3.39 µM;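 active means inhibition above the screen-wide average of all tested compounds plus 3 SD, cut at about 25% in these data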;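 further: 0% = enzyme with DMSO only and 100% = wells lacking PAFAH1B3 protein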
# PAFAH1B2 inh: inhibitors of human PAFAH1B2 | P68402 | recombinant PAFAH1B2, FP-rhodamine activity probe, fluorescence polarization | inhibition, % at 3.39 µM | 340,000 tested, 1.2% active;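 active means inhibition above the mean of all tested compounds plus 3 SD, cut at about 24% in these data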;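 further: 0% = enzyme with DMSO and 100% = wells lacking PAFAH1B2; many of its hits are not listed in these tables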
# pPAFAH inh: pPAFAH (human) enzyme inhibition | Q13093 | recombinant pPAFAH, FP-rhodamine probe fluorescence polarization | inhibition, % at 3.39 µM | 330,000 tested, 1.5% active;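 active means inhibition above the mean inhibition across the screen plus 3 SD, cut at about 25% in these data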;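 further: inhibitors block binding of the rhodamine activity-based probe so polarization drops; 0% = enzyme with DMSO and 100% = wells lacking pPAFAH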
# Target sequence (Q13093 whole entry, looked up): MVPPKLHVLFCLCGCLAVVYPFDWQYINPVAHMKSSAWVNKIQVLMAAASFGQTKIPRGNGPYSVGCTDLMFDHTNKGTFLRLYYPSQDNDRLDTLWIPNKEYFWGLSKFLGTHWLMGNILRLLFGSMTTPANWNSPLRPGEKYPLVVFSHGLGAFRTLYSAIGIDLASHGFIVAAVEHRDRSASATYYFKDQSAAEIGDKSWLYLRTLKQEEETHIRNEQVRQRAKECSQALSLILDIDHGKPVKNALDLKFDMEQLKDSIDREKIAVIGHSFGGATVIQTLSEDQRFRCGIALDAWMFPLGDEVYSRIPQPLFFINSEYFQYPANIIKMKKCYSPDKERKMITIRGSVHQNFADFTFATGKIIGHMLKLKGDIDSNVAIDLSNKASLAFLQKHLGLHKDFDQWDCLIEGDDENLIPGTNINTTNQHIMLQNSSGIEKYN
# PME-1 inh: blocks human protein phosphatase methylesterase 1; Q9Y570; 320,000 tested, 0.53% active; inhibition, % at 5.9 µM; recombinant PME-1, FP-Rh probe fluorescence polarization;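 active means inhibition above the campaign mean of all compounds plus 3 SD, cut at about 26% in these data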;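 further: competitive labeling of PME-1 active site by serine hydrolase directed probe; 0% = PME-1 with DMSO and 100% = wells lacking PME-1 enzyme; inhibitors block probe labeling so polarization falls and inhibition rises; many of its hits are not listed in these tables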
# Target sequence (Q9Y570 whole entry, looked up): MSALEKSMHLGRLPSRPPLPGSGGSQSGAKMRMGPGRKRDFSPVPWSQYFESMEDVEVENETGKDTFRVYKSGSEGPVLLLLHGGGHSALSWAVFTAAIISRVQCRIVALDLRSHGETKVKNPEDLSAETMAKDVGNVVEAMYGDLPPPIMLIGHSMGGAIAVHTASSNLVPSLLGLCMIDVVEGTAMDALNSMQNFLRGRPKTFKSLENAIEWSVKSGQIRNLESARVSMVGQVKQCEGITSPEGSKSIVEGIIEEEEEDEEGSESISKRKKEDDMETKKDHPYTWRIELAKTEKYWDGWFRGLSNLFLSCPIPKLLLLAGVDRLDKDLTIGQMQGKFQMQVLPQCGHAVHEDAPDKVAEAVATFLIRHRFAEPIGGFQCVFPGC
# PAFAH2 FP inh: inhibitors of human PAFAH2 | AID 492956 | inhibition, % at 3.39 µM | recombinant PAFAH2, FP-rhodamine activity probe, fluorescence polarization | 340,000 tested, 0.99% active | Q99487;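 active means inhibition above the mean over all tested compounds plus 3 SD, cut at about 30% in these data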;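 further: inhibitors block probe labeling of enzyme so polarization drops; 0% = enzyme with DMSO and 100% = wells lacking PAFAH2 protein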
# GSTO1 counter: blocks human GSTO1 in RBBP9 counter-screen; 300,000 tested, 1.1% active; recombinant GSTO1, activity-based probe fluorescence polarization; inhibition, % at 5.96 µM; P78417;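 active means inhibition above the campaign mean inhibition plus 3 SD, cut at about 35% in these data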;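 further: 0% = GSTO1-1 with DMSO and 100% = wells lacking GSTO1-1 enzyme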
# PAD4 FP inh: PAD4 (human) enzyme inhibition | inhibition, % at 6.36 µM | recombinant PAD4, RCA probe fluorescence polarization | 330,000 tested, 0.41% active | AID 485272 | Q9UM07;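 active means percent inhibition above a cutoff equal to the mean of all tested compounds plus 3 SD, cut at about 15% in these data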;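 further: 0% = PAD4 with RCA probe and DMSO and 100% = probe without PAD4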
# LYPLA2 counter: counter-screen for PME1 inhibitors: inhibitors of human LYPLA2; O95372; recombinant LYPLA2, FP-Rh probe fluorescence polarization; inhibition, % at 5.9 µM; 320,000 tested, 0.38% active; AID 2177;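 active means inhibition above the screen-wide mean plus 3 SD, limit set per campaign, cut at about 26% in these data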;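 further: 0% = LYPLA2 with DMSO and 100% = wells lacking LYPLA2 enzyme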
# The depositor's hits bear a star; nt = no result given.
SMILES,LYPLA1 counter,PAFAH1B3 FP inh,PAFAH1B2 inh,pPAFAH inh,PME-1 inh,PAFAH2 FP inh,GSTO1 counter,PAD4 FP inh,LYPLA2 counter
COc1cc(C2C3=C(CCCC3=O)Nc3[nH]n(-c4ccccc4)c(=O)c32)ccc1OC(C)=O (stereo not given),-2,7,-3,-1,-4,0,5,-4,1
COCCn1c(N)c(C(=O)NS(=O)(=O)c2ccc(C)cc2)c(=O)[nH]c1=O,-5,-4,2,2,-5,4,4,0,-4
C#CCOCCOCCOCCNc1nc(N2CCN(C(=O)C([C@@H](C)CC)n3cc(C(N)Cc4ccc(O)cc4)nn3)CC2)nc(N2CCN(C(=O)[C@H](CCC(=O)O)n3cc(C(N)CC(C)C)nn3)CC2)n1 (stereo not given in full),-2,6,0,1,-2,-10,11,1,1
COCCNC(=O)CSc1ccc(Cl)cc1,-4,-5,23,-5,3,8,3,-4,-9
Cc1cc(Cl)ccc1Oc1nccc(N(C)C)c1C#N,-1,2,4,-1,0,-1,6,2,-3
CC(O)c1ccc2c(c1)OCCOCCN(C)CCOCCO2 (stereo not given),0,-1,3,0,-1,-5,-1,-5,1
Cc1ccc(S(=O)(=O)N2CCC(C)CC2)cc1,1,-2,16,1,-4,-1,1,-7,3
C=CCNCCCCOc1cccc(Br)c1,-2,-2,3,1,-1,0,0,-4,4
CC(=O)Nc1ccc(NC(=O)CC23CC4CC(CC(C4)C2)C3)cc1,-2,9,10,4,-8,13,5,0,-4
C/C(Cn1cnc([N+](=O)[O-])n1)=N\NC(=O)c1cccnc1,-5,5,-1,3,1,-5,0,-13,-2
O=C(NCC(c1ccco1)N1CCN(c2ccccc2F)CC1)c1cccs1 (stereo not given),1,7,-3,7,0,2,2,-3,0
CC1(NC(=O)/C=C/c2nc3ccccc3s2)CCS(=O)(=O)C1 (stereo not given),-6,-4,-2,10,-10,8,nt,-20,-3
COc1ccccc1CC(=O)NNS(=O)(=O)c1ccc([N+](=O)[O-])cc1,2,12,6,2,-4,11,7,-6,-3
CCc1nc2ccccc2c(=O)n1/N=C/c1ccc(Cl)cc1,1,12,3,-1,-8,4,0,1,9
O=C(N/N=C/c1cccnc1)c1cc(-c2ccc(Cl)cc2)nc2ccccc12,-9,-3,-3,-1,-13,-9,-7,2,-5
COC(=O)c1cc2c(ccn2-c2ccc(F)cc2)n1Cc1ccc(OC)cc1,-4,0,-2,2,-9,-4,1,-2,0
CCOc1cc(NC(=S)NCCc2ccccc2)c(OCC)cc1NC(C)=O,-5,-3,2,3,5,2,7,-5,-4
Cc1ccsc1C1C(C#N)=C(N)OC2=C1C(=O)CC(C)(C)C2 (stereo not given),3,3,-1,0,-4,-1,3,-3,-4
CCN(CC)C(=O)Cc1cc(C(=O)O)c2ccccc2n1,2,-1,2,-7,-2,0,-7,-2,-1
COC(=O)C1CCN(C(=O)COc2ccc(N(C)S(=O)(=O)c3ccc(C)cc3)cc2)CC1,1,5,-5,1,5,6,nt,4,7

# 3 structures already listed, sorted by molecular weight, smallest number first.
SMILES,LYPLA1 counter,PAFAH1B3 FP inh,PAFAH1B2 inh,pPAFAH inh,PME-1 inh,PAFAH2 FP inh,GSTO1 counter,PAD4 FP inh,LYPLA2 counter
CCN(CC)C(=O)Cc1cc(C(=O)O)c2ccccc2n1,2,-1,2,-7,-2,0,-7,-2,-1
CC1(NC(=O)/C=C/c2nc3ccccc3s2)CCS(=O)(=O)C1 (stereo not given),-6,-4,-2,10,-10,8,nt,-20,-3
COc1ccccc1CC(=O)NNS(=O)(=O)c1ccc([N+](=O)[O-])cc1,2,12,6,2,-4,11,7,-6,-3

# The results go on.
SMILES,LYPLA1 counter,PAFAH1B3 FP inh,PAFAH1B2 inh,pPAFAH inh,PME-1 inh,PAFAH2 FP inh,GSTO1 counter,PAD4 FP inh,LYPLA2 counter
COc1ccc(C(=O)CSc2nnc3n2CCCN3C(=O)Nc2ccccc2)cc1,-1,nt,nt,5,4,nt,16,-2,0
O=C(Nc1ccc2c(c1)OCO2)c1cc(-c2cccc(O)c2)on1,-4,8,3,6,4,6,8,-6,-9
O=C(NO)c1ccc(OC(F)F)cc1,0,8,3,0,-1,6,-1,-1,4
COc1ccc(-c2nc(CS(=O)(=O)CC(=O)Nc3ccc(Cl)cc3)c(C)o2)cc1,-5,5,-1,-1,-6,2,8,1,-2
Cc1ccc(C)c(S(=O)(=O)N2CCN(C(=O)Cc3ccc(S(=O)(=O)N4CCOCC4)s3)CC2)c1,-1,-1,3,1,14,-3,1,3,3
CC(C)(C)NC(=O)NC(=O)COC(=O)c1ccc(OC(F)F)cc1,1,9,8,6,7,18,2,-3,6
Cc1nn(CC(=O)N2CCCc3ccccc32)c(C)c1[N+](=O)[O-],0,12,-1,2,-4,-2,5,-4,1
COc1ccc(CCNC(=O)c2cc(-c3ccccn3)nc3c(Cl)cccc23)cc1OC,-1,6,2,6,-2,-13,3,-1,-8
Cc1cc(C)nc(Sc2ncnc3sc4c(c23)CCC4)n1,1,0,-2,7,3,-4,-15,-2,3
CCOC(=O)/C(=N\Nc1ccccc1)S(=O)(=O)c1ccccc1,1,2,-1,-1,5,0,-3,-1,1
O=C(Nc1ccncc1)c1cc(S(=O)(=O)N2CCOCC2)ccc1Cl,-4,5,2,0,4,-1,1,0,6
CC(=O)Nc1ccc(SCC(=O)NC(=O)c2ccc(S(=O)(=O)N(C)C)cc2)cc1,nt,1,1,-3,nt,7,nt,11,nt
Cc1cc(C)c2nc(N(CCCN(C)C)C(=O)c3ccc4c(c3)CCCC4)sc2c1,0,nt,nt,2,0,nt,0,-7,1
O=S(=O)(/C=C/c1ccccc1)c1ccccc1,2,9,6,1,-1,1,5,-1,2
COc1ccc(/C(O)=C2/C(=O)C(=O)N(CCCN(C)C)C2c2cccc(Cl)c2)cc1OC (stereo not given),0,6,-1,2,-6,-5,4,-4,8
Cc1ccc(Nc2cc(C(=O)NCCCN3CCOCC3)c3ccccc3n2)c(C)c1,2,4,1,12,-6,-3,4,0,8
CC(=O)Nc1ccc(NC(=O)C(C)Sc2nc3nc(C)cc(C)n3n2)cc1 (stereo not given),-5,-2,4,-2,3,1,0,-3,-1
CCOC(=O)CCCCC(=O)c1[nH]c(=O)[nH]c1CSc1nc(C)cc(=O)[nH]1,0,0,5,2,2,-1,9,-1,7
O=C(COC(=O)CNC(=O)c1ccccc1)Nc1cccc(Br)c1,-5,1,-1,11,1,6,-2,-2,0
O=C(CCC(=O)Nc1nnc(C2CCCCC2)s1)NCc1ccccc1,0,4,5,2,-2,2,-9,-2,0

# Reformatted bar-delimited: part of the list above
SMILES | LYPLA1 counter | PAFAH1B3 FP inh | PAFAH1B2 inh | pPAFAH inh | PME-1 inh | PAFAH2 FP inh | GSTO1 counter | PAD4 FP inh | LYPLA2 counter
COc1ccc(/C(O)=C2/C(=O)C(=O)N(CCCN(C)C)C2c2cccc(Cl)c2)cc1OC (stereo not given) | 0 | 6 | -1 | 2 | -6 | -5 | 4 | -4 | 8
O=C(Nc1ccncc1)c1cc(S(=O)(=O)N2CCOCC2)ccc1Cl | -4 | 5 | 2 | 0 | 4 | -1 | 1 | 0 | 6

# More structures.
SMILES,LYPLA1 counter,PAFAH1B3 FP inh,PAFAH1B2 inh,pPAFAH inh,PME-1 inh,PAFAH2 FP inh,GSTO1 counter,PAD4 FP inh,LYPLA2 counter
CC(C)CC(=O)c1c[nH]c(C(=O)NCc2ccccc2)c1,4,11,7,6,3,-8,1,-2,-2
CCc1ccccc1N(CC(=O)NC(C)c1ccccc1)S(C)(=O)=O (stereo not given),-1,6,3,-2,0,-1,2,4,-1
Cc1ccc(NC(=O)NCCN2CCCCC2)cc1C,-1,2,0,-1,-5,-6,3,-3,1
O=C(O)CCCCCNc1nc(-c2ccccc2)nc2ccccc12,0,10,2,7,5,6,-6,0,4
COc1ccc(CN(C)C(=O)CNC(=O)Cc2cccc3ccccc23)c(OC)c1OC,0,-1,4,9,3,6,0,-1,1
C/C(=N\NC(=O)c1cc2ccccc2cc1O)c1ccccn1,-9,9,5,48*,19,1,-4,-10,6
O=C(NC1CCCC1)C(c1ccccc1)N(C(=O)c1csnn1)C1CCCC1 (stereo not given),4,6,2,3,4,-6,1,-1,7
Cc1noc(/C=C/N(C)C)c1S(=O)(=O)N1CCCC(C(=O)NC2CCCCC2)C1 (stereo not given),-4,-2,5,3,-2,3,-2,-1,-5
N#CCc1nn(-c2ccc(Cl)cc2)c(N)c1C#N,-6,1,7,15,9,3,4,-2,3
Cc1ccc(CNC(=O)C2CCC(=O)N2C2CCCCC2)cc1 (stereo not given),2,3,5,4,-1,-6,8,-2,5

# Sorted by value in PAFAH1B2 inh (low to high): some entries from above
molecule	PAFAH1B3 FP inh	PAFAH1B2 inh	pPAFAH inh	PME-1 inh	PAFAH2 FP inh	PAD4 FP inh
Cc1ccc(NC(=O)NCCN2CCCCC2)cc1C	2	0	-1	-5	-6	-3
O=C(NC1CCCC1)C(c1ccccc1)N(C(=O)c1csnn1)C1CCCC1 (stereo not given)	6	2	3	4	-6	-1
COc1ccc(CN(C)C(=O)CNC(=O)Cc2cccc3ccccc23)c(OC)c1OC	-1	4	9	3	6	-1
C/C(=N\NC(=O)c1cc2ccccc2cc1O)c1ccccn1	9	5	48*	19	1	-10

# (more compounds)
SMILES,LYPLA1 counter,PAFAH1B3 FP inh,PAFAH1B2 inh,pPAFAH inh,PME-1 inh,PAFAH2 FP inh,GSTO1 counter,PAD4 FP inh,LYPLA2 counter
COc1cc(NC(=O)CCN2CC(C)OC(C)C2)cc(OC)c1 (stereo not given),3,12,-6,-4,-5,-4,6,3,1
COc1ccc(CCNC(=O)c2ccc(S(=O)(=O)N(C)c3ccccc3)cc2)cc1OC,2,-1,4,2,1,4,-3,-4,5
CC(C)C[C@@H](COc1ccccc1)N1CCN(CC(C)C)CCC1=O,2,0,3,6,-7,-1,5,4,1
COC(=O)c1ccc2nc(-c3ccc4c(c3)OCO4)cn2c1,-2,7,-1,0,-4,5,1,1,-5
Cc1ccc(C(=O)/C=C2/NC(=O)CS2)cc1,-1,8,2,-1,1,10,4,-2,0
CCN(CC)CCCNC(=O)c1cc(Nc2ccc(OC)cc2)nc2ccccc12,-4,9,-3,-7,4,1,-2,-3,-8
N#Cc1nccnc1N1CCN(C(=O)Nc2ccccc2)CC1,1,-5,-1,0,-4,-14,-3,0,5
Cc1ccc(/C=N/n2c(-c3cccc(Cl)c3)n[nH]c2=S)o1,-3,nt,nt,14,2,nt,-10,-4,1
O=C(Nc1ccccc1)C1CCCN1C(=O)NCc1ccccc1 (stereo not given),0,5,4,4,6,6,5,2,-2
O=C(/C=C/c1ccccc1)NC(NC(=S)Nc1ccc(Cl)cc1)C(Cl)(Cl)Cl (stereo not given),-22,-21,-10,-14,-38,-30,-14,-4,-49
Cn1nnnc1SCc1ccc(CSc2nnnn2C)cc1,-3,-2,1,-5,2,-4,10,-3,-3

# Full records from above:
# Cn1nnnc1SCc1ccc(CSc2nnnn2C)cc1 is entered as LYPLA1 counter: -3; PAFAH1B3 FP inh: -2; PAFAH1B2 inh: 1; pPAFAH inh: -5; PME-1 inh: 2; PAFAH2 FP inh: -4; GSTO1 counter: 10; PAD4 FP inh: -3; LYPLA2 counter: -3
# COc1ccc(CCNC(=O)c2ccc(S(=O)(=O)N(C)c3ccccc3)cc2)cc1OC is entered as LYPLA1 counter: 2; PAFAH1B3 FP inh: -1; PAFAH1B2 inh: 4; pPAFAH inh: 2; PME-1 inh: 1; PAFAH2 FP inh: 4; GSTO1 counter: -3; PAD4 FP inh: -4; LYPLA2 counter: 5

# Some of the compounds tested. The share of hits here may be higher or lower than overall.
